Bioassay records as filed in PubChem.
PERK inhibitor: human PERK inhibition, primary cell-based screen | Q9NZJ5 | CHO PERK-DD fusion, SEAP luminescence translation reporter | inhibition, % at 5.6 µM | 220,000 compounds, 0.17% hits;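 active means inhibition above the mean inhibition of all tested compounds plus 3 SD, set separately per screening campaign, cut at about 2.9% in these data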;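 further: PERK kinase domain activated by AP20187 dimerizer at 100 nM; 0% = DMSO with dimerizer and 100% = rapamycin at 8.4 µM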
Ba/F3 V617F tox: lowers viability of Ba/F3 cells expressing EpoR and JAK2V617F. ATP luminescence. inhibition, % at 5.6 µM. 220,000 compounds, 1.1% hits;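 active means inhibition above the campaign mean plus 3 SD over all tested compounds, cut at about 24% in these data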;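 further: cytokine-independent growth of Ba/F3 cells driven by EpoR plus mutant JAK2; 0% = DMSO-treated cells and 100% = JAK inhibitor I control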
S1P4 ag: agonists of human S1P4 receptor; O95977; S1P4-expressing cell line, agonist reporter assay; activation, % at 4.98 µM; 220,000 compounds, 0.35% hits; in the data active means activation above about 11%;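 further: 0% = DMSO vehicle and 100% = reference agonist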
S1P4 antag: blocks the human S1P4 receptor; inhibition, % at 4.98 µM; 220,000 compounds, 0.26% hits; AID 1510; S1P4-expressing cells, antagonist mode, reporter read-out; in the data active means inhibition above about 29%;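 further: 0% = wells stimulated with agonist and 100% = vehicle wells without agonist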
TRPML3 agonist: agonists of human TRPML3 channel. Q8TDD5. HEK293 TRPML3-YFP, Fluo-8 calcium fluorescence; 100% = the carbachol control signal. activation, % at 3 µM. 220,000 compounds, 0.29% hits. AID 1448;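 active means activation above its plate's cutoff, the mean activation of the plate's test wells plus 3 SD, cut at about 12% in these data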;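 further: 0% = DMSO only wells and 100% = carbachol wells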
Target sequence (Q8TDD5 whole entry, looked up): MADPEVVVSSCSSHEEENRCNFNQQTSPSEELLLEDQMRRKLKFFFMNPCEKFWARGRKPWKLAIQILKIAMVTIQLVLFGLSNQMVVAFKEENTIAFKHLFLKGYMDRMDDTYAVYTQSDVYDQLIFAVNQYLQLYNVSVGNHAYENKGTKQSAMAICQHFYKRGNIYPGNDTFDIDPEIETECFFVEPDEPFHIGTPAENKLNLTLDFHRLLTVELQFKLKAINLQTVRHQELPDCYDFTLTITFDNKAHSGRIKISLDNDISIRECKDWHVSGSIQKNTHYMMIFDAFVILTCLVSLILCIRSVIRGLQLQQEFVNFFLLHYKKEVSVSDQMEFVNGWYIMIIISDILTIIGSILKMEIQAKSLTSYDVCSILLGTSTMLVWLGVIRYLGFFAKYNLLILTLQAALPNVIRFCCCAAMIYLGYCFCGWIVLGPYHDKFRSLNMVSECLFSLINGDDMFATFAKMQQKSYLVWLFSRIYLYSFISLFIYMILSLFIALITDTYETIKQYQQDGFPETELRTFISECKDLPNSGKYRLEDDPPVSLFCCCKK
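Test system: HEK293 cells stably carrying human TRPML3-YFP; Doses: single dose, 3 µM final nominal compound, 0.3% DMSO final; Schedule: dye loading 1 h 37 °C then 30 min ambient, 125 s read; Technique: Fluo-8 calcium fluorescence; Benchmarks: high control carbachol 87 µM, low control DMSO.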
BaF3 tox: reduces parental Ba/F3 cell viability, JAK2V617F counter-screen; 220,000 compounds, 1.1% hits; inhibition, % at 5.6 µM; CellTiter-Glo ATP luminescence;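 active means inhibition above a per-campaign cutoff, the mean inhibition of all tested compounds plus 3 SD, cut at about 27% in these data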;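 further: 0% = DMSO wells and 100% = JAK Inhibitor I control wells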
EP2 modulator: modulators of human EP2 prostaglandin E2 receptor; induction, % at 25 µM; EP2-expressing cells, cAMP HTRF FRET, PGE2 co-stimulation; 260,000 compounds, 0.83% hits; P43116;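 active means compounds whose cAMP rise, as percent of the full-agonist control response, exceeds 60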;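 further: rat C6 glioma line stably carrying human EP2 under a CMV promoter; the protocol text gives 20 µM as final concentration; 100% = response of wells given 1 µM PGE2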
Target sequence (P43116 whole entry, looked up): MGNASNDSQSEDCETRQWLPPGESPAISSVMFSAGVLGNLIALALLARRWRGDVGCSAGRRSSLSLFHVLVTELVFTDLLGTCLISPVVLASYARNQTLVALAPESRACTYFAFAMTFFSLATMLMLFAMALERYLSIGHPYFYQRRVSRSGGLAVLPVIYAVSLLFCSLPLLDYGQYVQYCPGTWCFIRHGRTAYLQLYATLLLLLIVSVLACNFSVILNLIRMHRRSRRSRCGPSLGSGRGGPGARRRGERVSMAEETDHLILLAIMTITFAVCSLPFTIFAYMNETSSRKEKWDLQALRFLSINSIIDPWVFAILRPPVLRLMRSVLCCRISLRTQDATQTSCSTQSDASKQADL
Calpain2 inh: calpain II (pig) inhibition; purified calpain II, fluorogenic peptide substrate, 30 min; inhibition, % at 16 µM; 220,000 compounds, 0.37% hits; AID 1236;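 active means inhibition above about 50%, limit read from the data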
zfTRPN1 agonist: agonists of zebrafish TRPN1 channel | HEK293 zebrafish TRPN1-YFP, Fluo-8 calcium fluorescence; 100% = response to 87 µM carbachol | activation, % at 3 µM | 220,000 compounds, 0.18% hits;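 active means activation above its plate's cutoff, the mean activation of test wells on that plate plus 3 SD, cut at about 19% in these data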;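 further: 0% = DMSO alone and 100% = 87 µM carbachol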
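Assay system: Zebrafish TRPN1-YFP in HEK293 cells | Incubation: Dye loading 1 h at 37 °C, then 30 min room temperature | Measured by: Kinetic Fluo-8 fluorescence, ex 470-495, em 515-575 nm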
* = called active by the depositor; / = not tested or not shown; & = joins results of further samples.

SMILES	PERK inhibitor	Ba/F3 V617F tox	S1P4 ag	S1P4 antag	TRPML3 agonist	BaF3 tox	EP2 modulator	Calpain2 inh	zfTRPN1 agonist
Cc1c(CNC(=O)c2cnn3c2NC(c2ccc(Br)cc2)CC3C(F)(F)F)cnn1C (stereo not given)	0.1	-1	-0.1	-6	-0.2	3	15	-47	1.5
Cc1cc(NC(=O)/C=C/C(=O)N(c2ccccc2C)C(C(=O)NC2CCCC2)c2ccc(F)cc2)no1 (stereo not given)	2.4	-3	-0.8	-19	-0.1	0	11	-21	0.6
CN(C)CCCN(C(=O)c1cc2ccccc2oc1=O)c1nc2c(F)cccc2s1	0.1	-4	-0.8	-2	1.0	-1	3	0	0.5
N#Cc1ccccc1OCC(=O)OCC(=O)N1CCN(C(=O)c2ccco2)CC1	1.0	2	1.2	-1	0.7	2	22	-18	1.4
COc1ccc(S(=O)(=O)Nc2ccc(NC(C)=O)cc2)cc1Cl	0.8	4	-0.8	-4	0.7	6	-5	21	-0.7
CC(C(=O)Nc1ccc(F)c(F)c1F)N1CCCCCC1 (stereo not given)	-0.2	3	1.1	3	0.8	10	11	-4	-0.8
COc1cccc(/C=N/NC(=O)C(=O)N2CCCC2)c1	0.9	0	-1.3	-9	-0.7	10	/	/	0.1
O=C(CN1C(=O)NC2(CCCCCC2)C1=O)N1CCN(S(=O)(=O)c2ccc(Cl)cc2)CC1	0.9	2	-1.9	-7	0.5	9	4	7	0.1
O=C(Nc1nc(-c2ccccc2)cs1)c1ccc2c(c1)S(=O)(=O)c1ccccc1C2=O	0.5	5	-0.1	-5	0.7	14	3	17	1.0
O=C(NC1CCCC1)C(c1ccc(N2CCOCC2)cc1)N(Cc1ccco1)C(=O)c1ccco1 (stereo not given)	-0.9	4	1.5	-14	0.2	5	22	-18	0.1
COc1ccc(/C=N/NC(=S)Nc2cc(S(=O)(=O)N3CCOCC3)ccc2N2CCOCC2)cc1O	-0.7	1	6.4	-3	0.1	7	2	-2	0.5
O=C(CCc1ccccc1)NNC(=O)c1cccc(F)c1	0.3	2	-2.3	2	0.1	8	-21	20	1.0
CCOc1ccc(C)cc1S(=O)(=O)n1ccc(C)n1	0.9	-1	0.1	-11	0.7	2	12	-26	-1.5
Cc1cc(C(=O)NNS(=O)(=O)c2ccccc2C(F)(F)F)nn1C(C)(C)C	0.8	-1	-0.5	-26	0.1	-4	-14	-6	-0.9
CCOc1ccc(C2=NNC(c3cccs3)=Nc3ccc(OC)cc32)cc1	-0.1	0	-2.2	-9	0.2	1	43	-22	-1.8
CCOC(=O)N1CCN(c2cc3nccnc3cc2F)CC1	-1.1	-1	-0.3	-32	-0.3	-1	18	-34	0.3
O=C(COc1ccccc1Cl)NCCCN1CCOCC1	-0.4	-4	-0.7	-5	0.6	-1	-1	-5	0.5
CCOC(=O)c1c(C)[nH]c(C)c1C(=O)COC(=O)c1nc2nccc(C)n2n1	1.1	-2	-0.9	-9	0.6	3	13	-27	2.5
CN(C)S(=O)(=O)N(CC(=O)N1CCOCC1)c1ccccc1	0.7	-5	4.0	-22	0.4	-2	9	16	0.1
CN1CCN(C(=S)C(=O)NCc2ccccc2)CC1	0.8	1	-0.8	6	0.6	3	7	-7	1.2
CCCCn1c(=O)c(CCC(=O)OCC(=O)NC(=O)NCCOC)nc2ccccc21	-0.5	4	-0.1	-16	0.0	4	2	-11	-0.6
N#CCCn1cc(C(=O)O)c(-c2cc3ccccc3o2)n1	0.2	0	-0.2	-5	0.5	1	22	-13	-1.5
O=[N+]([O-])c1cc(Cl)ccc1NCCNc1ncc(C(F)(F)F)cc1Cl	0.9	-1	3.9	-16	0.3	4	18	21	1.1
CC(C)C(C(=O)Nc1ccc2c(c1)OCCO2)N1C(=O)c2ccccc2C1=O (stereo not given)	0.4	0	-1.4	4	-0.4	94*	0	-23	-1.2
COc1cccc(N=Cc2c(O)n(-c3cccc(C)n3)c(=O)c3ccccc23)c1	-2.1	-2	0.9	0	0.6	5	5	-15	-1.1

5 compounds drawn at random from the list so far:
SMILES	PERK inhibitor	Ba/F3 V617F tox	S1P4 ag	S1P4 antag	TRPML3 agonist	BaF3 tox	EP2 modulator	Calpain2 inh	zfTRPN1 agonist
N#CCCn1cc(C(=O)O)c(-c2cc3ccccc3o2)n1	0.2	0	-0.2	-5	0.5	1	22	-13	-1.5
CN(C)CCCN(C(=O)c1cc2ccccc2oc1=O)c1nc2c(F)cccc2s1	0.1	-4	-0.8	-2	1.0	-1	3	0	0.5
COc1ccc(/C=N/NC(=S)Nc2cc(S(=O)(=O)N3CCOCC3)ccc2N2CCOCC2)cc1O	-0.7	1	6.4	-3	0.1	7	2	-2	0.5
O=[N+]([O-])c1cc(Cl)ccc1NCCNc1ncc(C(F)(F)F)cc1Cl	0.9	-1	3.9	-16	0.3	4	18	21	1.1
COc1ccc(S(=O)(=O)Nc2ccc(NC(C)=O)cc2)cc1Cl	0.8	4	-0.8	-4	0.7	6	-5	21	-0.7

Profiles from above.
Shown for CCOc1ccc(C2=NNC(c3cccs3)=Nc3ccc(OC)cc32)cc1 → PERK inhibitor = -0.1; Ba/F3 V617F tox = 0; S1P4 ag = -2.2; S1P4 antag = -9; TRPML3 agonist = 0.2; BaF3 tox = 1; EP2 modulator = 43; Calpain2 inh = -22; zfTRPN1 agonist = -1.8
Shown for CN(C)S(=O)(=O)N(CC(=O)N1CCOCC1)c1ccccc1 → PERK inhibitor = 0.7; Ba/F3 V617F tox = -5; S1P4 ag = 4.0; S1P4 antag = -22; TRPML3 agonist = 0.4; BaF3 tox = -2; EP2 modulator = 9; Calpain2 inh = 16; zfTRPN1 agonist = 0.1

Some of these compounds in order of SMILES length, rising.
SMILES	PERK inhibitor	Ba/F3 V617F tox	S1P4 ag	S1P4 antag	TRPML3 agonist	BaF3 tox	EP2 modulator	Calpain2 inh	zfTRPN1 agonist
N#CCCn1cc(C(=O)O)c(-c2cc3ccccc3o2)n1	0.2	0	-0.2	-5	0.5	1	22	-13	-1.5
O=[N+]([O-])c1cc(Cl)ccc1NCCNc1ncc(C(F)(F)F)cc1Cl	0.9	-1	3.9	-16	0.3	4	18	21	1.1
O=C(CN1C(=O)NC2(CCCCCC2)C1=O)N1CCN(S(=O)(=O)c2ccc(Cl)cc2)CC1	0.9	2	-1.9	-7	0.5	9	4	7	0.1

Going on with the list.
SMILES	PERK inhibitor	Ba/F3 V617F tox	S1P4 ag	S1P4 antag	TRPML3 agonist	BaF3 tox	EP2 modulator	Calpain2 inh	zfTRPN1 agonist
COc1ccc(N=C2CCS(=O)(=O)c3sccc32)cc1	0.4	0	0.6	7	0.7	7	-25	-15	1.2
O=S(=O)(c1ccccc1)N1CCC(O)(CSc2ccc(Cl)cc2)CC1	1.1	-4	0.8	-13	2.6	5	-10	17	7.3
O=c1[nH][nH]c(-c2ccccc2)c1C=Nc1ccc(C(F)(F)F)cc1	1.5	-2	2.2	-8	0.9	5	-37	10	0.8
CCOc1ccc(-n2c(SC)nc3c(c2=O)SCC3)cc1	0.8	5	0.2	-17	0.4	13	17	11	1.8
O=C(O)Cc1ccc(C(=O)c2ccc(Cl)cc2Cl)s1	0.2	0	-0.4	7	0.2	5	36	-10	0.2
O=c1c2ccccc2n2c(-c3ccc(F)cc3)nnc2n1Cc1ccccc1	1.0	1	-0.2	-7	0.1	5	-7	-7	-1.9
CC(Nn1cnnc1)c1cc(Cl)ccc1O (stereo not given)	0.6	-6	-0.5	-8	0.3	-2	18	-10	-0.2
O=Cc1ccc(OC2OCCOC2Oc2ccc(C=O)cc2)cc1 (stereo not given)	1.3	-2	-0.2	-23	0.9	4	-27	-21	0.2
CCOC(=O)N1CCC(N(C(=O)Nc2ccc(CC)cc2)C(C)CC)CC1 (stereo not given)	0.7	-1	-0.1	3	0.2	0	18	12	-0.2
COc1ccc(-c2noc(CCCC(=O)Nc3ccc(C(N)=O)cc3)n2)cc1OC	0.7	-1	0.9	6	-0.2	1	-7	12	1.2
CC(C)COC(=O)NCCCOC(=O)Nc1ccccc1	0.4	-2	-0.3	-18	-0.5	7	1	7	0.5
c1csc(-c2ccn[nH]2)c1	1.5	-1	0.5	-12	0.5	0	5	-7	-0.1
C=CCn1c(=N)n(CC(O)COc2ccccc2OC)c2ccccc21 (stereo not given)	-1.0	5	0.1	-25	-0.3	2	-27&-47	-18	0.6
c1ccn2cc(CSC3=NCCS3)nc2c1	-0.2	2	-0.6	-4	0.4	7	30	-4	-0.4
CCOC(=O)c1sc(=NC(=O)c2cccc(OC)c2)n(C)c1C	0.2	-2	0.1	-3	0.6	3	9	-29	1.4
COC(=O)c1c(NC(=O)c2c(C)noc2C)sc2c1CCCCCC2	-0.6	3	1.5	-2	-0.2	2	15	-243	-0.2
CC(=O)c1ccc(NC(=O)Nc2ccc3c(c2)nc(C)n3C)cc1	0.3	0	1.5	-6	0.0	7	-46	-26	1.0
O=[N+]([O-])c1ccc(N2CCNCC2)cc1NCc1cccnc1	-0.8	-1	0.7	-13	0.8	5	11	-7	0.9
O=C1CC(C(=O)Nc2ccccc2)C2(CCCC2)O1 (stereo not given)	-0.1	2	-0.7	-20	0.5	1	-6&-10	-11	1.7
Cc1ccnc(NC(=O)CCC2CCCCC2)c1	0.4	-2	0.8	-1	0.7	0	-4	-38	-0.1
CCOc1ncccc1C(=O)N1CCN(c2cc(Cl)ccc2C)CC1	0.1	65*	0.9	-19	-1.7	68*	3	-1	-3.5
Cc1cc2nc(C3CCCN(C(=S)Nc4ccccc4)C3)[nH]c2cc1C (stereo not given)	-0.3	-3	-2.6	-9	0.3	1	-8	14	0.4
O=C(CCNS(=O)(=O)c1cccs1)NCc1cccs1	0.3	-4	-0.4	-3	0.5	11	-5	8	-0.1
CCOC(=O)c1[nH]c(C)c(C(=O)N2CCOCC2)c1C	-0.1	0	-3.6	-4	0.4	1	2	-18	0.3
CCCN1C(=O)c2ccc(C(=O)NC3=NCCS3)cc2C1=O	-0.1	0	3.4	-1	1.1	3	-6	26	1.4
Carrying on.
SMILES	PERK inhibitor	Ba/F3 V617F tox	S1P4 ag	S1P4 antag	TRPML3 agonist	BaF3 tox	EP2 modulator	Calpain2 inh	zfTRPN1 agonist
CCOC(=O)C(O)(NC(=O)c1cccnc1)C(F)(F)F (stereo not given)	-1.1	7	0.0	5	-0.3	3	10	21	1.0
Cc1ccc(NC(=O)c2sccc2C)cc1[N+](=O)[O-]	-0.5	3	4.1	-13	-0.1	3	-62	20	-2.1
CC(C)N(C(=O)Cn1c(SCC(=O)NCc2ccc3c(c2)OCO3)nc2ccccc21)C(C)C	-0.6	-1	-0.2	-15	-0.2	6	8	3	-0.3
c1ccc(-c2nnc3n2N=C(c2ccc4c(c2)OCO4)CS3)nc1	1.0	-1	-0.9	-13	-0.8	3	25	-44	0.8
Cc1cc(C)n(C(=O)c2cccc(S(=O)(=O)N3CCOCC3)c2)n1	-0.5	3	-1.6	-1	-0.8	8	-2	22	0.1
O=C(Nc1ncn[nH]1)c1cccc(S(=O)(=O)N2CCOCC2)c1	0.6	-3	0.2	-1	0.8	-1	6	21	0.7
